# Yp Topo-I inh = blocks Yersinia pestis topoisomerase I activity. Y. pestis Topo-I cleavage product accumulation, plate reader. activity, % at 10 µM. AID 504884. hit rate 0.064% among 360,000; in the data active = activity above about 50%, passing the limit was not always enough; inconclusive = no clear call, values can overlap the other calls; also: inactives centre near 2
# SARS 3CLpro inh = SARS-CoV 3CLpro protease inhibition | P0C6X7 | recombinant SARS-CoV 3CLpro, quenched FRET peptide cleavage | inhibition, % at 6 µM | hit rate 0.14% among 290,000 | AID 1706; in the data active = inhibition above about 12%
# PriA SSB inh = blocks PriA binding to SSB C-terminal tail | AlphaScreen SSBct-PriA binding, biotinylated peptide | inhibition, % at 33 µM | hit rate 0.6% among 430,000 | AID 1272365; in the data active = inhibition mostly above about 37%, no sharp cut-off; inactive = mostly below about 20%;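 also: plate controls were negative control peptide for no effect and reference peptide for full effect; strong numbers were not always called active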
# CCHFV vOTU inh = blocks the CCHF virus ovarian tumor domain protease. CCHFV vOTU protease, Pep-AMC fluorescence. inhibition, % at 11.5 µM. hit rate 0.55% among 370,000. AID 651958; in the data active = inhibition above about 30%; also: 0% = vehicle wells with enzyme and 100% = no enzyme wells
# PfHsp40 rescue = restores yeast growth despite PfHsp40 toxicity | S. cerevisiae expressing PfHsp40, growth rescue, ATP luminescence | growth rescue, % at 12.5 µM | hit rate 0.68% among 340,000 | AID 504582; in the data active = growth rescue above about 28%, passing the limit was not always enough; inconclusive = no clear call, values can overlap the other calls;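 also: yeast W303a lacking pdr1 and pdr3 grown in galactose medium; growth measured after three days at 30 °C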
# Anthrax LF inh2 = blocks Bacillus anthracis lethal factor protease | hit rate 0.12% among 360,000 | P15917 | multiplex microsphere protease cleavage assay, LF | inhibition, % at 10 µM | AID 588501; also: plate controls were buffer without enzyme for full effect and enzyme alone for no effect
# DUSP3 inh = DUSP3 (human) phosphatase inhibition; hit rate 0.52% among 290,000; P51452; inhibition, % at 13.3 µM; AID 1654; recombinant VHR phosphatase, pNPP absorbance; in the data active = inhibition above about 50%; also: some compounds called inactive have numbers as strong as hits
# TcdB GH inh = inhibitors of Clostridioides difficile toxin B glycohydrolase; TcdB glycohydrolase enzymatic assay, plate reader; inhibition, % at 9.99 µM; hit rate 0.24% among 350,000; AID 652162; in the data active = inhibition above about 10%
# BH1578 lux ind = quorum light induction in luxS cqsA deficient V. cholerae | activation, % at 18.7 µM | hit rate 0.16% among 350,000 | V. cholerae BH1578 lux reporter, luminescence, 6 h; in the data active = activation mostly above about 9.7%, no sharp cut-off; inconclusive = no clear call, values can overlap the other calls; inactive = mostly below about 3.7%; also: not every result past the cut was called active; inactives centre near 0; reference of the scale not given here
# BoNT A protease = inhibitors of Botulinum neurotoxin A light chain protease; inhibition, % at 10 µM; hit rate 0.17% among 360,000; multiplex microsphere protease substrate cleavage, flow cytometry; also: plate controls were buffer without enzyme for full effect and enzyme alone for no effect
# * hit, by the source's call; i = inactive; ? = inconclusive; / = not tested or not shown; & = joins results of further samples. Rule as the data show it, unless noted: active = inhibition above about 30%; inconclusive = no clear call, values can overlap the other calls; inactive = below that.
SMILES,Yp Topo-I inh,SARS 3CLpro inh,PriA SSB inh,CCHFV vOTU inh,PfHsp40 rescue,Anthrax LF inh2,DUSP3 inh,TcdB GH inh,BH1578 lux ind,BoNT A protease
O=C(/C=C/c1ccccc1)N1CCC[C@H]1CO,-6,0,0,-2,-0.5,-2,-4,-0.1,i,0.1
Cc1ccc(F)c(S(=O)(=O)NC(=O)C2(C)CCN2C(=O)Cc2cccs2)c1 (stereo unspecified),-3,/,/,9,/,3,/,0.9,-4.5,-0.5
CN1CCN(c2c(N)c(=O)oc3ccccc23)CC1,7,-10,-13,1,-1.3,19,-2,-2.4,i,11
NC(=O)C1CC(=O)N(c2ccc(OCc3c(F)cccc3Cl)cc2)C1 (stereo unspecified),-4,2,-2,-3,1.7,0,12,0.4,-0.1,0.1
CC(C)C(C(=O)Nc1ccc(N2CCOCC2)cc1)N1C(=O)c2ccccc2C1=O (stereo unspecified),1,-1,3,-2,-0.2,-3,19,/,i,0.4
COc1cccc(/C=C2\SC(=S)N(CCC(=O)NC3C=CS(=O)(=O)C3)C2=O)c1 (stereo unspecified),16,-2,3,-5,-1.7,-4,-9,1.1,-0.4,0.4
CC(=O)NCCC(=O)Nc1cc(S(=O)(=O)N2CCOCC2)ccc1Oc1ccccc1,0,3,5,-2,-0.2,3,23,1.6,-1.9,1.5
COc1ccc(OC)c(NC(=O)CSc2nnnn2-c2ccc3c(c2)OCO3)c1,5,1,-8,-9,-1.5,-2,-5,1.1,-0.4,-0.4
C/C(CC(=O)Nc1ccc(Cl)c(C(F)(F)F)c1)=N\NC(=O)c1cnccn1,-13,2,/,11,0.4,-1,8,0.1,-0.4,-1.2
CN(CCC1CCOCC1)Cc1nc(Cc2ccccc2F)no1,-2,-1,-18,-12,0.5,5,-10,-0.2,i,0.0
Cc1ccc(S(=O)(=O)Nc2ccc(O)c3ccccc23)c(C)c1,-8,12,17,66*,-0.7,-21,7,0.3,i,-4.3
CC(C)(C)n1nnnc1C(c1ccncc1)N1CCN(c2ccc(O)cc2)CC1 (stereo unspecified),-6,2,-6,4,0.9,0,17,/,-1.8,0.7
Cc1ccccc1OCC(=O)Nc1ccccc1N1CCOCC1,21,7,-16,-4,0.2,-3,12,/,1.8,0.0
COc1cc(OC)cc(C(=O)N[C@H](C(=O)NCCc2c[nH]c3ccccc23)C(C)C)c1,-4,2,-4,10,0.5,0,22,5.1,-0.2,0.1
CC(=O)c1cc(F)ccc1OCC(=O)Nc1ccc2c(c1)OCO2,-4,/,-5,-3,0.3,-1,/,0.3,-2.6,0.0
COC(=O)c1cc(NC(=O)Cn2nc(C)n3cccc3c2=O)cc(C(=O)OC)c1,-7,-2,-12,12,-0.4,1,3,-3.2,i,2.4
CCOc1ccc(CN2CCNC(=O)C2CC(=O)NCCc2nc(C)c3c(n2)CCC3)cc1 (stereo unspecified),18,-3,-3,2,-1.4,-1,13,-2.5,-0.4,2.0
CCOC(=O)C1(CCOc2ccccc2)CCN(CC(O)CO)CC1 (stereo unspecified),1,-10,-6,-7,0.9,-13,61,0.3,i,-1.8
CNC[C@H](CC1CCCCC1)NC[C@H](CO)NCCc1cccc(C(F)(F)F)c1,-8,3,-3,16,0.2,-3,2,0.5,i,-0.2
CC(=O)OC(COC1C[C@@H]2CC[C@@]1(C)C2(C)C)C[N+]1(C)CCCCC1 (stereo partly specified),-9,0,1,-9,0.1,-6,-1,0.1,-1.1,0.4
Cc1ccc2cc(C(c3nnnn3CC3CCCO3)N3CCc4ccccc4C3)c(=O)[nH]c2c1 (stereo unspecified),-1,1,0,84*,-0.5,1,21,/,2.2,2.1
Cn1ccc(O)c(C#N)c1=O,-1,-6,-4,-3,-1.3,0,-6,0.9,-0.6,0.4
CN(C)c1nc2c(c(=O)[nH]c(=O)n2C)n1Cc1ccc(F)cc1,1,-3,-17,-2,0.8,-6,19,-0.1,-0.1,-1.0
COC(=O)c1c(NC(=O)Cc2ccccc2)sc2c1CCN(C(C)C)C2,16,-6,-10,7,0.0,-4,25,1.1,-0.2,-0.2
CCN(CC)c1ccc(N2C(=O)CSC2=S)cc1,-9,2,8,5,-0.4,-6,4,-4.1,0.1,0.9
CCOC(=O)c1c(C)[nH]c(C)c1C(=O)CSc1nnc(-c2cc(OC)c(OC)c(OC)c2)o1,2,0,-26,-3,-0.9,-4,21,/,-0.3,1.1
O=C(Nc1cccc(NC(=O)c2cccs2)c1)c1ccc(Br)o1,-2,2,10,-3,5.8,4,-1,1.5,i,-1.2
O=C(CN1C(=O)/C(=C/c2ccccc2)SC1=S)NNC(=O)c1ccccc1O,-8,-3,-8,-7,-0.7,4,11,2.8,-3.0,-0.3
O=C(CN1CCCc2ccccc21)Nc1cccc(S(=O)(=O)N2CCCC2)c1,14,/,/,-3,/,-8,/,-1.1,-3.0,-3.6
COc1ccc(Nc2ncnc3sc(-c4ccccc4)cc23)cc1,-27,-6,-33,6,1.5,3,19,/,i,?
CC(=O)c1cccc(NC(=O)CCNC(=O)c2cccc(C)c2)c1,6,-1,10,-6,-1.2,2,34,0.1,-0.6,-0.5
Cc1cc(C)n(C(=O)Cn2nc([N+](=O)[O-])c(Br)c2C)n1,-12,1,-15,-10,0.0,-4,1,0.5,-0.5,-0.8
Cn1c(CNC(=O)CNC(=O)c2ccc(F)cc2)cc(=O)n(C)c1=O,-9,-2,-8,1,0.4,3,21,1.1,-0.3,2.2
Cc1cc(S(=O)(=O)Nc2ccc(C(=O)N3CCN(c4ccccc4O)CC3)cc2)ccc1F,9,2,-1,23,0.6,-1,17,0.7,i,-0.6
CN(c1ccccc1)c1nc(N)c([N+](=O)[O-])c(N2CCCC2)n1,15,1,11,13,2.6,16,-5,1.5,i,-3.3
C[C@@H]1CN([C@H](C)CO)S(=O)(=O)c2ccc(C3=CCCCC3)cc2O[C@H]1CN(C)C(=O)Cc1cccnc1,20,/,/,20,/,-7,/,-5.3&-0.2&2.0,-0.6,-0.1
Cc1ccccc1OCC(=O)N/N=C/C=C/c1ccccc1,13,2,/,6,-1.1,-4,14,/,-0.2,-1.1
CC1CC(C)CN(C(=O)CCNC(=O)Cn2ccc3ccccc3c2=O)C1 (stereo unspecified),7,-3,-1,-12,1.0,-5,-20,0.4,-0.3,-6.8
O=C(O)c1ccc(CN2C[C@@H](CO)O[C@@H](n3cnc4c(NCc5ccco5)ncnc43)C2)cc1,-2,/,/,7,/,2,/,1.4,i,0.4
CCCC12CN(C(=O)c3ccc([N+](=O)[O-])cc3)CC(C)(CN(C(=O)c3ccc([N+](=O)[O-])cc3)C1)C2=O,6,5,0,-11,/,-6,-1,1.3,-0.5,-0.9
Cc1cc(C)nc(SCc2cc(=O)c(OC(=O)c3cc([N+](=O)[O-])ccc3Cl)co2)n1,1,-3,8,-8,-1.6,0,-20,/,-0.3,-0.2
O=C(COC(=O)C1CCCC1)Nc1ncc(Cl)cc1Cl,0,/,-5,-6,-0.1,-2,/,0.5,0.6,-2.1
COc1ccc(/C=C/C(=O)c2ccc(NS(=O)(=O)c3ccc(C)cc3)cc2)cc1O,-14,4,14,1,1.2,0,-13,/,i,1.5
CN(C)/C=N/c1sc2c(c1C#N)CC(C)(C)NC2(C)C,-3,0,/,13,-1.9,1,13,/,-0.1,-1.3
O=S(=O)(c1ccc(OCc2ccc(Br)cc2)cc1)N1CCOCC1,1,/,10,-2,-0.1,-5,/,7.2,1.5,0.4
COc1cc2c(cc1OC)CN(C(=O)CN1C(=O)NC3(CCC(C)CC3)C1=O)CC2 (stereo unspecified),0,/,1,5,-0.6,-3,/,2.0,-2.8,-0.9
CC(CNC(=O)CN1C(=O)C(=O)N(C2CCCC2)C1=O)c1ccccc1 (stereo unspecified),-8,/,6,-16,-0.8,0,/,-1.2,i,1.5
Cc1ccccc1CC(=O)Nc1ccc(S(=O)(=O)N2CCOCC2)cc1,-12,-2,5,-11,-0.6,4,17,-0.4,-0.1,3.5
COc1cccc(NC(=O)c2ccc(C(=O)c3ccccc3)o2)c1,0,8,-3,6,0.8,-1,12,-0.7,-0.3,0.4
CC(C)(C)OC(=O)C[C@@H]1C/C=C\C[C@@H](CC(=O)N[C@H](CO)Cc2ccccc2)C(=O)NC[C@H](c2ccccc2)OC1=O,1,/,1,-7,-0.7,-2,/,1.4,i,-0.7
COc1cc(OC)cc(C(=O)NCC(=O)OCC(=O)Nc2cc(S(C)(=O)=O)ccc2Cl)c1,-7,2,-10,-6,-1.1,8,5,2.3,-4.8,-1.1
COc1ccc(N2CCN(c3cc(C(=O)NC4CCCCC4)ncn3)CC2)cc1OC,-1,/,/,10,/,-10,/,0.0,i,-0.1
CCCCCCCCCC(=O)N1CCN(c2cc3c(cc2F)c(=O)c(C(=O)O)cn3CC)CC1,6,-1,1,-19,-1.8,14,32,0.1,1.7,1.0
NC(=O)CSc1cn(Cc2cccc(F)c2)c2ccccc12,8,-7,-2,0,-1.3,-4,15,2.6,-0.9,0.3
COc1ccc(/C=C(\C#N)c2nc3ccccc3[nH]2)cc1O,-1,-2,-2,21,-0.2,-7,17,1.4,i,-2.1
CN1C=CC=C/C1=C1\SC(=S)N(CC(=O)O)C1=O,2,2,-7,3,0.1,-4,37,0.6,-0.5,-0.1
CC(C)(CCl)C(=O)Nc1ccnc(-c2ccncc2)n1,1,-1,-7,-5,-0.2,-8,3,0.7,-0.5,-0.7
COC(=O)C1=C(c2ccc(F)cc2OCc2ccccc2)C[C@@H]2CC[C@H]1N2C(=O)NCc1ccc(C(F)(F)F)cc1,26,/,-6,21,-0.6,-3,/,1.0,-0.2,-0.1
CC1(C)C(=O)NC(=O)N1Cc1ccccc1,1,/,-35,5,-0.3,2,/,0.2,i,-0.1
COCC1CCN(C(=O)c2ccc3oc(CCc4ccccc4)nc3c2)C1 (stereo unspecified),3,/,/,10,/,-5,/,1.1,i,0.2

# Two compounds from above with just BH1578 lux ind, TcdB GH inh and Anthrax LF inh2.
SMILES	BH1578 lux ind	TcdB GH inh	Anthrax LF inh2
NC(=O)CSc1cn(Cc2cccc(F)c2)c2ccccc12	-0.9	2.6	-4
COc1ccc(/C=C(\C#N)c2nc3ccccc3[nH]2)cc1O	i	1.4	-7

# More results follow.
SMILES,Yp Topo-I inh,SARS 3CLpro inh,PriA SSB inh,CCHFV vOTU inh,PfHsp40 rescue,Anthrax LF inh2,DUSP3 inh,TcdB GH inh,BH1578 lux ind,BoNT A protease
O=C(NCc1ccccn1)c1cccc(S(=O)(=O)NCc2ccccc2)c1,-1,/,32,3,1.5,8,/,1.2,-1.4,0.5
CN(C)c1ccc(/C=N/N(CCC#N)C2=NS(=O)(=O)c3ccccc32)cc1,9,-2,/,-14,-0.6,7,10,0.7,1.5,0.5
CCOC(=O)c1c(OCCO)nn(-c2ccccc2)c1N,9,-2,-10,4,-1.0,-6,16,-0.3,0.3,-2.1
O=C(Nc1scc(-c2ccc(Br)cc2)c1C(=O)O)c1ccccc1F,-2,/,-11,-6,1.2,/,/,7.1,0.0,/
Cc1ccc(C(=O)n2ncn(C)c2=S)cc1,0,0,-16,2,0.6,-6,10,1.2,i,-0.2
COc1ccc(CN2C3CCCC2CC(NC(=O)c2cccc(F)c2)C3)cc1 (stereo unspecified),-1,2,-2,-6,0.5,10,6,0.8,-0.9,-0.4
CCN(CC)CCNCc1ccc(OCc2ccc(Cl)nc2)c(OC)c1,-3,1,-4,2,-0.6,0,-8,/,-0.6,-0.1
COP(=O)(OC)C(Nc1ccc(C)cc1)c1ccc([N+](=O)[O-])cc1 (stereo unspecified),-2,-3,7,-13,1.1,-5,11,0.9,-0.2,-0.6

# Screening data from PubChem BioAssay.

# This is a subset (hit frequency here may not be typical).
